IL-1B inflam inh – qHTS for Inhibitors of Inflammasome Signaling: IL-1-beta AlphaLISA Primary Screen; THP-1 LPS/ATP IL-1B secretion, AlphaLISA, 16 h; stronger effect = lower value; activity change, % at 57.5 µM; actives 4.7% (n = 360,000); in the data active = activity change below about -50%; inconclusive = mostly about -30% to -49%; also: % is scaled to controls: 0 for no effect and ±100 for the full control effect
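Secreted IL-1B measured by AlphaLISA bead assay after 16 h compound exposure of THP-1 cells; compounds (final up to 57.5 uM) added 1 h before LPS (250 ng/mL) and ATP (1.25 mM) stimulation; lower signal means less secretion.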
MCF10A rereplic – A quantitative high throughput screen for small molecules that induce DNA re-replication in MCF 10a normal breast cells; actives 2.9% (n = 350,000); MCF 10A DNA re-replication, Hoechst nuclear intensity, 48 h; Potency, µM (highest dose often 46.1 µM), for inactives: at the top dose activity, positive = re-replication, usual class: activators; also: potency is read from the fitted curve at half-maximal effect; % of control where 0% means no effect; nearly all actives have a fitted effect of over 50% in size
KB-3-1 tox – qHTS assay for MDR1-selective chemotherapeutics: Primary screen using the parental adenocarcinoma cell KB-3-1. KB-3-1 viability, CellTiter-Glo ATP luminescence, 72 h. Potency, µM (series often up to 46.1 µM), without a hit: at the top dose activity change, negative = cytotoxic, most hits filed as cytotoxic. actives 1.4% (n = 400,000); also: potency is read from the fitted curve at half-maximal effect; % is scaled to controls: 0 for no effect and ±100 for the full control effect; nearly all actives have a fitted effect of over 60% in size
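Luminescent ATP read-out (CellTiter-Glo) measures survival of drug-naive KB-3-1 cells after 72 h compound exposure at 37 °C. Titration series was screened from lowest to highest concentration, with DMSO vehicle plates as background controls.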
ATXN2 expr inh – Primary qHTS for Inhibitors of ATXN expression; HEK-293 ATXN2-luciferase reporter, luminescence, 24 h; Potency, µM (top dose mostly 57 µM), without a hit: at the highest dose activity change, negative = inhibition, most hits filed as inhibitors; actives 0.72% (n = 360,000); AID 1745845, 2022; also: potency is read from the fitted curve at half-maximal effect; % is scaled to controls: 0 for no effect and ±100 for the full control effect; nearly all actives have a fitted effect of over 55% in size
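qHTS (up to 57 uM final) was run with 24 h compound exposure of reporter cells at 37 °C. Each well was multiplexed: SteadyGlo luminescence measured ATXN2-luciferase expression after a fluorogenic Gly-Phe-AFC viability readout (25 uM final).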
KB-V1 MDR tox – qHTS assay for MDR1-selective chemotherapeutics: Primary screen using the drug-selected MDR subline cells KB-V1 | KB-V1 MDR cells viability, CellTiter-Glo, 72 h | Potency, µM (titrated, usually from 46.1 µM), inactives show top-dose activity change, negative = cytotoxicity, hits mostly cytotoxic | actives 3.4% (n = 400,000); also: potency is read from the fitted curve at half-maximal effect; % is scaled to controls: 0 for no effect and ±100 for the full control effect; nearly all actives have a fitted effect of over 60% in size
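KB-V1 cells (P-gp-expressing MDR subline of KB-3-1) in phenol-red-free DMEM with 10% FBS were exposed to library compounds over a concentration series for 72 h at 37 degrees C. Viability read by CellTiter-Glo luminescence; concentration-effect curves fitted after normalization.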
HT1080NT lethal – qHTS for induction of synthetic lethality in tumor cells producing 2HG: qHTS for the HT-1080-NT fibrosarcoma cell line; AID 686970, 2013; actives 1.6% (n = 360,000); HT-1080-NT fibrosarcoma viability, CellTiter-Glo ATP luminescence, 48 h; Potency, µM (series often up to 46.1 µM), for inactives: at the highest dose activity, negative = less viability, hits mostly cytotoxic;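 also: NT is the 2HG producing partner of a matched IDH1 knockdown line; potency is read from the fitted curve at half-maximal effect; 0% = DMSO-treated cells and -100% = media-only wells without cells; nearly all actives have a fitted effect of over 55% in size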
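HT-1080-NT fibrosarcoma cells (2HG-overproducing), 750 cells/well in RPMI with 5% FBS, dosed after 2 h and incubated 48 h at 37C. CellTiter-Glo luminescence normalized to DMSO and no-cell wells; concentration-response curves fitted and classed.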
WRN inhibitor – qHTS for Inhibitors of WRN Helicase; WRN helicase unwinding, fluorescent forked duplex, kinetic; Potency, µM (top dose mostly 114 µM), for inactives: at the top dose activity change, negative = inhibition, hits mostly inhibitors; actives 0.46% (n = 360,000); also: potency is read from the fitted curve at half-maximal effect; % is scaled to controls: 0 for no effect and ±100 for the full control effect; nearly all actives have a fitted effect of over 55% in size
Target sequence (Q14191 whole entry, looked up): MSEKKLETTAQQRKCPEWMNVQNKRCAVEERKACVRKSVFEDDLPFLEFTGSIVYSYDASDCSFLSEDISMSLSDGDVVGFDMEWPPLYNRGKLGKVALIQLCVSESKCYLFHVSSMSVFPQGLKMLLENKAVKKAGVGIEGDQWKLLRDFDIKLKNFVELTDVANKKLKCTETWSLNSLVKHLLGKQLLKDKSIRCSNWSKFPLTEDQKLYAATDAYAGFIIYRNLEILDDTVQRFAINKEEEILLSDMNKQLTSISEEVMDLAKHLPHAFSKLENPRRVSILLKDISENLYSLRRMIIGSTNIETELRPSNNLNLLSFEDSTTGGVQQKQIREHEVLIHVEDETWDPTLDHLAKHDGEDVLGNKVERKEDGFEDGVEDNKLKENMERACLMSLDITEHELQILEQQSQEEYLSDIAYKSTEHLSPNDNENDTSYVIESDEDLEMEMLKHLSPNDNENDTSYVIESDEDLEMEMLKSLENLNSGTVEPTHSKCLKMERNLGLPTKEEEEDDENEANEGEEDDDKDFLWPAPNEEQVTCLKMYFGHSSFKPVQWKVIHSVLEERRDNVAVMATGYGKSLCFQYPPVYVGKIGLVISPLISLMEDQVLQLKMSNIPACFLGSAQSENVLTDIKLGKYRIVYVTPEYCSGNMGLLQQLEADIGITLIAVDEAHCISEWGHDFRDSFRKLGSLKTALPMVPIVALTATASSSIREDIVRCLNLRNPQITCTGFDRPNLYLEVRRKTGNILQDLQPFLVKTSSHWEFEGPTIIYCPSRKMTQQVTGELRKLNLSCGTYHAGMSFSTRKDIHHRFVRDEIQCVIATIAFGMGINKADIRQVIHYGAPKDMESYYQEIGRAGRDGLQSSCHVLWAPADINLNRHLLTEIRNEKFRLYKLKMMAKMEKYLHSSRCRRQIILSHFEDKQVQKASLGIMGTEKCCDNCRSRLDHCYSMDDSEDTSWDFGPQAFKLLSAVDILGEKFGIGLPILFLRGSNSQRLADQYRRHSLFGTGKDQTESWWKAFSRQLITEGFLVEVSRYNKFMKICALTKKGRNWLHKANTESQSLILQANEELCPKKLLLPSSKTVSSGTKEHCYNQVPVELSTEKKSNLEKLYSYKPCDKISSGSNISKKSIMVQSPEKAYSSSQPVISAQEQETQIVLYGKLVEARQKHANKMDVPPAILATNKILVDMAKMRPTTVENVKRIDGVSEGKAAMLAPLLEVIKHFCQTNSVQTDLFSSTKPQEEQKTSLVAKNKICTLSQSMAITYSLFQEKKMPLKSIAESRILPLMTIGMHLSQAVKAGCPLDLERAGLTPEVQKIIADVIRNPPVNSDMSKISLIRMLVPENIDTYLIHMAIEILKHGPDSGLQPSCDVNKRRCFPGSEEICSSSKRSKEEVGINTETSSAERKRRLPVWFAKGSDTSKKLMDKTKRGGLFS
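WRN at 20 nM final was preincubated with compound for 15 min at room temperature; reaction started with 100 nM forked duplex oligonucleotide carrying fluorophore and quencher plus 2 mM ATP (final). Unwinding followed kinetically by red fluorescence (ex 525/em 598 nm).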
SW480 rereplic – A quantitative high throughput screen for small molecules that induce DNA re-replication in SW480 colon adenocarcinoma cells. SW480 DNA re-replication, Hoechst DNA content imaging, 48 h. Potency, µM (top dose mostly 46.1 µM), inactives show top-dose re-replication activation, most hits filed as activators. actives 1.8% (n = 340,000). AID 624297, 2012; also: potency is read from the fitted curve at half-maximal effect; % of control where 0% means no effect; nearly all actives have a fitted effect of over 55% in size
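DNA re-replication was detected as more nuclei of elevated Hoechst intensity after 48 hr exposure to compound (23 nL pinned per well of 250 cells).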
HT1080 IDH1KD tx – qHTS for induction of synthetic lethality in tumor cells producing 2HG: qHTS for the HT-1080-IDH1KD cell line | HT-1080 IDH1 knockdown viability, ATP luminescence, 48 h | Potency, µM (top dose mostly 46.1 µM), for the others: at the top dose activity, negative = toxicity, usual class: cytotoxic | actives 2% (n = 360,000);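 also: potency is read from the fitted curve at half-maximal effect; 0% = DMSO wells and -100% = cell-free medium wells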
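IDH1KD HT-1080 cells, 750/well, RPMI + 5% FBS; compound pinned after 2 h settling; 48 h, 37 °C; CellTiter-Glo luminescence; % activity normalised to DMSO and no-cell wells; curves fitted, classed by r2 and efficacy.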
The depositor's hits bear a star; ? = inconclusive; / = no result given; [ ] = dose if it differs, or a comment. Unless noted, calls follow the shape of the dose curve; as a rule, active = well fitted curve in the direction sought with a large enough effect; inconclusive = small, poorly fitted or top-dose-only effect, or another doubt; inactive = no such curve, though single readings can be large; an effect the other way counts as inactive or inconclusive.

SMILES	IL-1B inflam inh	MCF10A rereplic	KB-3-1 tox	ATXN2 expr inh	KB-V1 MDR tox	HT1080NT lethal	WRN inhibitor	SW480 rereplic	HT1080 IDH1KD tx
COc1ccc(Oc2nccc(-c3ccc(Cl)cc3)n2)cc1	-24.9	-1.0%	10.2%	-3.1%	2.7%	21.2%	-0.2%	-0.1%	18.7%
N#CCCN(C(=O)COC(=O)Cc1c[nH]c2ccccc12)c1ccccc1	7.8	-2.7%	3.1%	-4.2%	-13.9%	-0.1%	-2.4%	-0.5%	-0.4%
C/C(=N\N=C(/N)SC1CC(=O)N(c2ccc(Cl)cc2)C1=O)c1cccs1 (stereo not drawn)	-7.4	?	0.0%	-12.3%	2.2%	-6.2%	-14.2%	19.4%	-8.2%
CCC(C(=O)NC1CCCC1)N(C(=O)c1snc(C(N)=O)c1N)c1ccc(OC)c(OC)c1 (stereo not drawn)	-8.8	-1.6%	0.0%	-0.9%	-27.3%	6.8%	-6.3%	-3.3%	1.0%
O=C(CSc1c[nH]c2ccccc12)NCc1ccc2c(c1)OCO2	20.5	12.2%	-6.8%	0.8%	15.1%	1.7%	-2.2%	11.3%	-1.2%
CCOc1cc(NC(=O)c2cccs2)c(OCC)cc1NC(=O)CCC(=O)NCC1CCCO1 (stereo not drawn)	-0.9	?	12.7%	-8.6%	-13.9%	11.4%	4.0%	6.51µM*	17.6%
CC12CCC(C(=O)N(CC(O)CN3CCCCCC3)C1=O)C2(C)C (stereo not drawn)	0.0	6.5%	5.4%	2.6%	0.0%	-1.8%	-7.1%	2.2%	-2.0%
COC(=O)c1ccc(NC(=O)CCS(=O)(=O)c2ccc(Br)s2)cc1	89.0	3.7%	12.3%	-1.2%	-7.4%	-7.2%	-3.0%	-12.4%	-6.1%
CN/N=C(\Cc1nc2ccccc2[nH]1)c1ccc([N+](=O)[O-])cc1	?	5.6%	-22.3%	-1.8%	3.3%	-7.6%	-10.7%	-3.3%	-12.9%
c1ccc(OCc2nn3c(-c4cccnc4)nnc3s2)cc1	13.4	5.0%	3.5%	1.2%	13.6%	2.5%	3.0%	-2.1%	0.6%
O=C(Nc1cccc(C(F)(F)F)c1)Oc1ccc(Cl)c2cccnc12	-102.3*	-1.0%	?	?	0.0%	16.4µM*	10.1%	?	14.6µM*
CC(C)[C@H](NC(=O)c1ccccc1Cl)C(=O)OCC(=O)NC(=O)NC1CCCC1	4.2	-0.4%	7.9%	-2.5%	4.6%	-2.5%	-20.5%	-0.8%	-1.0%
COc1ccc2oc(C(=O)Nc3nc(-c4ccccn4)cs3)c(C)c2c1	28.0	?	-28.4%	-17.5%	?	-28.4%	-19.3%	?	?
O=C(/C=C/c1ccccc1)OCc1cnc(Cl)s1	-3.1	4.4%	-7.7%	?	15.0%	6.0%	6.9%	-3.7%	-0.7%
O=C(NC(=S)Nc1ccccc1N1CCCC1)c1ccc(F)cc1	-11.1	?	-11.1%	-3.0%	0.0%	-2.4%	-22.4%	0.6%	-17.9%
O=C1CCCN1c1ccc(S(=O)(=O)NCCc2ccc(Cl)cc2)cc1	15.8	5.4%	-27.1%	-14.4%	18.4µM*	-17.7%	-7.5%	-2.2%	?
O=C(NC1CCCCC1)c1ccc(COc2ccccc2)o1	-28.5	2.5%	4.3%	7.8%	-18.1%	2.2%	1.6%	-23.6%	-9.6%
COC(=O)C(Cc1c[nH]c2ccccc12)NC(=O)C(C)C (stereo not drawn)	9.9	-1.8%	12.5%	3.7%	7.8%	0.2%	4.6%	-4.1%[9.22 µM]	1.0%
CCCCCCSc1cc(-c2nc3ccc(C)cn3c2NCCCC)ccc1OC	-71.8*	?	0.0%	0.0%	?	-7.6%	-8.4%	?	-6.5%
O=C(CSc1nnnn1-c1ccc(O)cc1)Nc1ccc(N2CCOCC2)c(Cl)c1	28.8	-5.5%	17.0%	?	?	?	-13.8%	5.4%	?
Cc1cc(C)c(NS(=O)(=O)c2ccc3c(c2)n(C)c(=O)n3C)c(C)c1	27.0	?	2.3%	/	-1.1%	3.2%	-1.4%	-2.5%	5.7%
COC(=O)c1c(C)[nH]c(C(=O)/C=C/c2ccccc2F)c1C	/	?	-9.6%	82.7%[activator]	?	18.0%	6.9%	/	?
COC(=O)[C@@H](NC(=O)Nc1ccc(OC)cc1)C(C)C	5.2	-3.9%	-4.6%	2.2%	0.4%	5.0%	5.1%	-2.5%	-0.5%
CC(C)(C)OC(=O)Nc1ccccc1-n1nnnc1C(C(=O)c1ccc(F)cc1)N1CCOCC1 (stereo not drawn)	10.0	/	20.3%	/	-8.5%	2.3%	1.4%	/	16.1%
COC(=O)[C@@]12CCCCN1[C@H](c1ccc(-c3cccc(Cl)c3)cc1)[C@@H]1C(=O)N(C)C(=O)[C@@H]12	?	3.2%	?	?	3.5%	19.8%	-1.8%	-1.3%	20.0%
CCOC(=O)C1C(c2ccc([N+](=O)[O-])cc2)C2C(=O)NN=C2CC1(C)O (stereo not drawn)	-17.8	0.9%	-3.8%	4.1%	?	6.5%	1.0%	-9.8%	1.3%
Cc1ccc(C)c(OCCC(=O)NNC(=O)c2ccncc2)c1	9.3	-15.4%	5.2%	-6.4%	0.9%	3.5%	-2.4%	-3.6%	-1.0%
N#Cc1ccccc1OCC(=O)OCCCOC(=O)COc1ccccc1C#N	3.1	-0.7%	0.6%	-0.7%	4.3%	-3.7%	-32.6%	2.0%	8.9%
Cc1cc(C(=O)N/N=C/C(Cl)=C/c2ccccc2)c(C)o1	6.5	5.7%	-2.1%	0.2%	-16.3%	-7.9%	-8.1%	5.1%	-20.2%
COc1ccc(NC(=O)CN2CCN(c3ccccc3F)CC2)cc1	11.5	-0.1%	-9.9%	1.5%	-8.7%	2.0%	-18.7%	1.8%	2.9%
O=C(NCCCN1CCN(c2ccccc2F)CC1)C1CCCN(S(=O)(=O)c2cnc[nH]2)C1 (stereo not drawn)	9.1	-9.2%	1.9%	4.9%	26.3%	?	-2.9%	1.5%	10.5%
Cc1ccc(NC(=O)CCNC(=O)c2ccc([N+](=O)[O-])cc2)cc1C	2.0	2.4%	14.9%	-13.0%	-0.5%	-0.5%	-0.6%	2.2%	1.4%
CCOC(=O)CC(=O)CSc1nnc2sc3ccccc3n12	4.8	0.8%	20.2%	9.3%	-17.7%	10.2%	-18.3%	-7.5%	13.5%
NC(=O)[C@H]1CC2(CC(c3cccc(NC(=O)[C@H]4CCC(=O)N4)c3)=NO2)CN1C(=O)c1cc([N+](=O)[O-])cc([N+](=O)[O-])c1 (stereo partly drawn)	7.7	21.8%	12.4%	16.3%	8.8%	8.3%	-1.8%	?	13.5%
CC(=O)Nc1ccc(-c2ccnc3c2CC(C)(C(=O)Nc2cccc(OC(F)(F)F)c2)O3)cc1 (stereo not drawn)	-16.5	/	?	?	?	25.9µM*	-4.6%	/	?
COc1cc(/C=C/C(=O)c2ccc(NS(=O)(=O)c3ccc(C)cc3)cc2)cc(OC)c1O	-103.1*	18.4µM*	?	?	-14.1%	?	?	?	?
N=C1/C(=C/c2ccc(OCc3ccccc3F)cc2)C(=O)N=C2SC(CC(=O)N3CCOCC3)=NN12	-22.5	-61.1%[inhibitor]	18.1%	5.3%	?	0.4%	-6.8%	2.0%	0.3%
CC(/C=C/c1ccccc1)=N\Nc1ccccc1[N+](=O)[O-]	-1.1	11.6%	4.1%	50.9%[activator]	10.6%	22.7%	-4.1%	-9.0%	19.3%
O=C(NCc1nc2ccccc2[nH]1)C1=C[C@H](c2csc3ccccc23)C[C@H](OCc2ccc(CO)cc2)O1	-28.7	?	?	-12.1%	-25.9%	-4.5%	4.6%	-9.3%	-19.2%
CCOc1ccc(NC(=O)COC(=O)Cc2ccsc2)cc1	8.0	-2.2%	0.4%	-8.1%	-2.4%	4.2%	-4.2%	-6.5%	10.0%
C=CCOc1cccc(/C=N/NC(=O)C(OC)c2ccccc2)c1 (stereo not drawn)	-19.9	14.5%	-0.9%	18.8%	11.2%	-21.8%	-5.1%[57.1 µM]	-0.5%	-18.3%
COC(=O)c1ccc(SCC(=O)NC2CCCCC2)c([N+](=O)[O-])c1	7.8	-7.1%	0.1%	20.4%	4.4%	26.5%	7.6%	-0.3%	24.2%

A second format for part of the listing above:
Value order – IL-1B inflam inh	MCF10A rereplic	KB-3-1 tox	ATXN2 expr inh	KB-V1 MDR tox	HT1080NT lethal	WRN inhibitor	SW480 rereplic	HT1080 IDH1KD tx
- NC(=O)[C@H]1CC2(CC(c3cccc(NC(=O)[C@H]4CCC(=O)N4)c3)=NO2)CN1C(=O)c1cc([N+](=O)[O-])cc([N+](=O)[O-])c1 (stereo partly drawn)
 : 7.7	21.8%	12.4%	16.3%	8.8%	8.3%	-1.8%	?	13.5%
- COc1cc(/C=C/C(=O)c2ccc(NS(=O)(=O)c3ccc(C)cc3)cc2)cc(OC)c1O
 : -103.1*	18.4µM*	?	?	-14.1%	?	?	?	?
- COC(=O)c1ccc(SCC(=O)NC2CCCCC2)c([N+](=O)[O-])c1
 : 7.8	-7.1%	0.1%	20.4%	4.4%	26.5%	7.6%	-0.3%	24.2%
- CC(/C=C/c1ccccc1)=N\Nc1ccccc1[N+](=O)[O-]
 : -1.1	11.6%	4.1%	50.9%[activator]	10.6%	22.7%	-4.1%	-9.0%	19.3%

Compound activity from PubChem.
